# ELG1 DNA repair – blocks ELG1-dependent DNA repair in HEK293T cells. AID 504467. hit rate 2.3% among 330,000. HEK293T ELG1-luciferase reporter, luminescence, 16 h; DNA damage induced by 5-fluorouridine. Potency, µM (titrated, usually from 46.1 µM), inactives show at the top dose activity change, negative = inhibition, most hits filed as inhibitors; also: potency is read from the fitted curve at half-maximal effect; % is scaled to controls: 0 for no effect and ±100 for the full control effect; nearly all actives have a fitted effect of over 55% in size
#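 Luminescence from the luciferase reporter, measured 30 min after ONE-Glo reagent at room temperature, was the read-out. Beforehand, 2,000 cells per well were exposed for 16 hr at 37 °C to 5-fluorouridine together with compound or vehicle.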
# Eya2 inh – blocks the phosphatase activity of human Eya2 | Potency, µM (top dose mostly 76.9 µM), for inactives: at the top dose activity, negative = inhibition, actives largely listed as inhibitors | O00167 | hit rate 0.006% among 330,000 | recombinant Eya2, OMFP fluorescence dephosphorylation (OMFP is methylfluorescein phosphate); also: potency is read from the fitted curve at half-maximal effect; % is scaled to controls: 0 for no effect and ±100 for the full control effect
# Target sequence (O00167 whole entry, looked up): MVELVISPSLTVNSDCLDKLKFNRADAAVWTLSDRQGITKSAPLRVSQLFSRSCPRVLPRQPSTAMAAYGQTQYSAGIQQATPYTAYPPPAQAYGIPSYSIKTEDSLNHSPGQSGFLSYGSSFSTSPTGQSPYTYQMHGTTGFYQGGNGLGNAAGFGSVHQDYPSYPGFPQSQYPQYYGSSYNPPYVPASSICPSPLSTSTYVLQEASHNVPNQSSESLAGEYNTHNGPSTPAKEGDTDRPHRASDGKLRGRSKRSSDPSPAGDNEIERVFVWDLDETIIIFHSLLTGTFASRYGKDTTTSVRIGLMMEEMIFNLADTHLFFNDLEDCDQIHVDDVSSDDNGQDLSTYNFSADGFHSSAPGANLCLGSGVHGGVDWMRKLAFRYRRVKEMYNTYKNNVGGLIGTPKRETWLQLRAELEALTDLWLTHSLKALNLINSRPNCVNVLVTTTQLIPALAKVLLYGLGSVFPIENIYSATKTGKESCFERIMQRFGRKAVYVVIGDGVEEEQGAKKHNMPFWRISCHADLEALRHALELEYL
#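 Eya2 (0.2 uM) preincubated 10 min at ambient with compound, then OMFP substrate added at 50 uM; 10 min reaction in 50 mM HEPES pH 7.5, 50 mM NaCl, 5 uM MgCl2, 0.05% BSA, 1 mM DTT. Fluorescence read at Ex 485/Em 525 nm.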
# TSHR antag – antagonists of human thyroid stimulating hormone receptor | activity change, negative = inhibition, % at 11.5 µM | P16473 | hit rate 0.2% among 330,000 | TSHR-expressing cells, TSH-stimulated cAMP HTRF, 2 h; stronger effect = lower value | AID 504810;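 active = activity change below a set negative limit, meaning inhibition stronger than a set level, cut at about -70% in these data; inconclusive = activity change between two set negative limits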; also: % is scaled to controls: 0 for no effect and ±100 for the full control effect
#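 Freshly harvested TSHR cells receive pin-tooled compound, then EC80 TSH at 4nM final. After 2 hours at 37 deg C, antibody in lysis buffer and cAMP-d2 are added; 30 minutes at ambient temperature precede the HTRF read.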
# B2AR arrestin – beta2AR (human) beta-arrestin recruitment activity | P07550 | beta-arrestin recruitment to beta2AR, cell-based reporter | Potency, µM (doses to about 46.1 µM), for the others: at the top dose activation, hits mostly activators | hit rate 0.02% among 330,000 | AID 492947;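 also: potency is read from the fitted curve at half-maximal effect; 0% = DMSO controls and full agonism = EC100 isoproterenol or metaproterenol; nearly all actives have a fitted effect of over 65% in size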
# Target sequence (P07550 whole entry, looked up): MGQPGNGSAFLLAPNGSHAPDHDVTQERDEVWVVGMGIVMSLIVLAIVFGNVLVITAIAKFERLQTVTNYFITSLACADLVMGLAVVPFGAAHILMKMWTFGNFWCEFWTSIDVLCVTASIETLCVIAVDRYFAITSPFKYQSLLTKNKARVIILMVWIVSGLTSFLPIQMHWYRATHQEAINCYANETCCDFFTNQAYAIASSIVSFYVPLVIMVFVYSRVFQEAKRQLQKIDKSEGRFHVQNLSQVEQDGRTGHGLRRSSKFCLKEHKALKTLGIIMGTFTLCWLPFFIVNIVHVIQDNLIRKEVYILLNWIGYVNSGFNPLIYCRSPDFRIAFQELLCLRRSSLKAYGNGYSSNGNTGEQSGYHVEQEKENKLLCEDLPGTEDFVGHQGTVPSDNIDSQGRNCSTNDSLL
# Chronic BCR inh – chronic active BCR signaling inhibition; AID 493014; hit rate 0.05% among 340,000; Potency, µM (series often up to 46.1 µM), for inactives: top-dose ratio change, negative = lower green/red ratio, actives largely listed as inhibitors; ABC-DLBCL IkBa-CBG/CBR reporter, luminescence ratio, 4 h; active = well fitted inhibition curve with a large enough effect in the signal ratio, with a control signal flat, not every such curve was filed as active; inconclusive = small, poorly fitted or top-dose-only effect, or effect the other way, or a change in a side signal; the % refers to the signal ratio;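 also: potency is read from the fitted curve at half-maximal effect; plate controls were basal doxycycline-induced cells for no effect and cells given 10 µM MG132 for full effect; MG132 reads +100%, hits lower the ratio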
#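 Compounds up to 46 uM were incubated four hours with TMD8 cells whose green CBG68 luciferase is fused to IkappaBalpha; red CBR luminescence normalised the signal, and concentration-effect curves were fitted to fusion, red and ratio data.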
# TCR act – activates T cell receptor signaling | primary human leukocytes, anti-CD3, IL-2 HTRF, 48 h | Potency, µM (series often up to 9.22 µM), without a hit: at the highest dose activation of IL-2 secretion, actives largely listed as activators | 330,000 tested, under 10 active; also: % of control where 0% means no effect
#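 IL-2 produced over 48 hr by a-CD3 bead-stimulated primary human leukocytes exposed to compounds was detected with a homogeneous time-resolved FRET immunoassay, 665nm acceptor signal after 320nm excitation.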
# Tb PFK inh – inhibitors of T. brucei phosphofructokinase; O15648; T. brucei PFK, ADP-Glo luminescence; Potency, µM (highest dose often 57.5 µM), inactives show at the highest dose activity, negative = inhibition, usual class: inhibitors; hit rate 0.17% among 330,000; AID 485367;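 also: potency is read from the fitted curve at half-maximal effect; 0% = uninhibited 1x PFK enzyme wells and -100% = no-enzyme wells; nearly all actives have a fitted effect of over 60% in size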
#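 Compounds were pin-transferred as a titration series up to 57 uM into substrate buffer (0.5 mM F6P, 0.1 mM ATP, pH 8.0), then 1.25 nM PFK was added and reactions ran 45 min before ADP-Glo detection.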
# uPA surface inh – inhibitors of cell surface uPA generation | cell surface uPA generation assay, qHTS | Potency, µM (highest dose often 38.3 µM), for inactives: at the top dose activity change, negative = inhibition, actives largely listed as inhibitors | hit rate 0.31% among 330,000 | AID 540303; active = well fitted inhibition curve with a large enough effect; inconclusive = small, poorly fitted or top-dose-only effect; inactive = no such curve, though single readings can be large or run the other way; tested in mouse RAW 264.7 cells; also: potency is read from the fitted curve at half-maximal effect; % is scaled to controls: 0 for no effect and ±100 for the full control effect; nearly all actives have a fitted effect of over 55% in size
# Mito fusion yeast – mitochondrial division inhibition or fusion activation. S. cerevisiae fusion-defective mutant growth rescue, CellTiterGlo 48 h. Potency, µM (doses to about 46.1 µM), without a hit: top-dose growth rescue (activation), hits mostly activators. hit rate 0.23% among 320,000;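 also: potency is read from the fitted curve at half-maximal effect; % of control where 0% means no effect; nearly all actives have a fitted effect of over 45% in size; temperature-sensitive fusion mutants such as fzo1-1 at 37 °C on non-fermentable ethanol glycerol medium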
#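 Yeast fusion mutant, YPEG (non-fermentable carbon), compound, 48 h at 37C non-permissive; CellTiterGlo added, 10 min RT, luminescence read. Rescued growth = division inhibition.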
# PTAP TSG101 blk – blocks PTAP/TSG101 interaction to inhibit HIV-1 budding; Fluorescence polarization, FITC-PTAP peptide / Tsg101 binding; Potency, µM (titrated, usually from 115 µM), inactives show at the highest dose activity change, negative = inhibition, actives largely listed as inhibitors; 340,000 tested, under 10 active; active = well fitted inhibition curve with a large enough effect in the main read-out, with a control signal flat, not every such curve was filed as active; inconclusive = small, poorly fitted or top-dose-only effect, or effect the other way, or a change in a side signal; inactive = no such curve, though single readings can be large or run the other way; also: potency is read from the fitted curve at half-maximal effect; % of control where 0% means no effect
#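 Fluorescence anisotropy tracks displacement of a FITC-tagged PTAP peptide (50 nM) from the Tsg101 binding domain (10 uM), following a 20 min room-temperature incubation at pH 7.5.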
# USP2a inh – inhibitors of human ubiquitin-specific protease USP2a. USP2 core, Ub-CHOP2 coupled fluorogenic reporter, 485/531. O75604. hit rate 0.01% among 330,000. AID 463254. Potency, µM (top dose mostly 38.3 µM), inactives show at the highest dose activity change, negative = inhibition, most hits filed as inhibitors;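 also: potency is read from the fitted curve at half-maximal effect; plate controls were DMSO wells for no effect and full inhibition by NEM control for full effect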
#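 Cell-free coupled assay: 10nM USP2 core preincubated 30min RT with compound in Tris-HCl pH 8.0/CaCl2/CHAPS buffer, then 25nM Ub-CHOP2 and 25nM reporter substrate; fluorescence (Ex 485/Em 531) read after 60min RT, normalized to NEM inhibition, concentration-response curves fitted.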
# An asterisk follows results filed as active; ? = inconclusive; / = no result given; [ ] = remark or other dose. Unless noted, calls follow the shape of the dose curve; as a rule, active = well fitted curve in the direction sought with a large enough effect; inconclusive = small, poorly fitted or top-dose-only effect, or another doubt; inactive = no such curve, though single readings can be large; an effect the other way counts as inactive or inconclusive.
# Below each compound: ELG1 DNA repair	Eya2 inh	TSHR antag	B2AR arrestin	Chronic BCR inh	TCR act	Tb PFK inh	uPA surface inh	Mito fusion yeast	PTAP TSG101 blk	USP2a inh
COc1ccc(S(=O)(=O)NCC2CCCO2)cc1NC(=O)c1ccc(Cl)cc1 (stereo unspecified)
 : ?	-19%	5	0.0%	1%	4%	0%	-5%	17%	0%	-1%
CSCCOC(=O)COc1ccc(/C=N/NC(=O)c2c(Cl)cnn2C)cc1
 : -10%	-4%	-22	-0.1%	0%	-42%	-1%	-2%	1%	-9%	-4%
Nc1ccccc1-c1nc2ccccc2[nH]c1=O
 : ?	5%	6	0.0%	12%	-4%	0%	-8%	12%	-5%	2%
Cc1ccc(NC(=O)Cn2c(O)c(N=NS(=O)(=O)c3ccc(C)cc3)c3ccccc32)cc1
 : 3%	-9%	-1	-1.4%	-10%	-1%[46.1 µM]	1%	-5%	0%	-5%	2%
S=c1[nH]nc(CSc2nc3ccccc3s2)o1
 : 26%	10%	-6	-3.6%	8%	8%	11%	2%	-27%	-7%	-1%
O=C(COn1nnc2ccccc21)NCC1CCCCC1
 : ?	25%	4	0.3%	?	5%	21%	5%	8%	-8%	5%
COC(=O)c1cc(NS(=O)(=O)c2ccc(F)cc2)ccc1N1CCOCC1
 : -1%	9%	-3	-0.5%	4%	10%	3%	12%	-5%	-5%	0%
c1ccc(C(c2ccccc2)c2noc(CN3CCN(CC4CC4)CC3)n2)cc1
 : 5%	5%	5	0.1%	?	3%	0%	-8%	1%	-3%	1%
Cc1ccsc1C(C(=O)NCc1ccccc1)N(C(=O)c1csnn1)c1ccccc1 (stereo unspecified)
 : 1%	6%	7	-0.1%	0%	-3%	-2%	5%	-5%	4%	2%
O=C(c1cc(-c2ccccc2)nn1-c1ccccc1)N1CCN(S(=O)(=O)c2cccc(F)c2)CC1
 : -2%	-15%	-3	-0.3%	-6%	-3%	-2%	2%	1%	0%	0%
N#Cc1ccc(NC(=S)NC(=O)CCc2ccc(S(=O)(=O)N3CCOCC3)cc2)cc1
 : 4%	-5%	5	0.1%	5%	3%	-1%	-22%	-2%	1%	1%
CC(=O)N1c2ccc(S(=O)(=O)NCC3CCC(C(=O)Nc4ccc(C)cn4)CC3)cc2CC1C (stereo unspecified)
 : ?	-8%	-11	0.3%	2%	7%	9%	-4%	21%	0%	2%
CC(C)c1ccc(-n2ccnc2SCC(=O)O)cc1
 : -10%	11%	-5	-0.3%	-2%	13%	-2%	-2%	1%	1%	13%
Cc1ccc(N(CC(=O)NC2CCCCC2)S(=O)(=O)c2c(C)nn(C)c2C)cc1
 : 0%	2%	10	-0.2%	-2%	2%	-2%	-6%	0%	-4%	1%
FC(F)(F)c1ccccc1NC(=S)NN1CCOCC1
 : -6%	2%	1	0.0%	1%	-1%	-4%	-3%	-1%	-5%	0%
CN(C(=O)COC(=O)C(C)(C)Oc1ccc(Cl)cc1)c1c(N)n(Cc2ccccc2)c(=O)[nH]c1=O
 : -2%	7%	/	-0.2%	0%	2%	-23%	0%	3%	-1%	0%
Cn1c(=O)c2[nH]c(CNc3ccc(C(=O)O)cc3)nc2n(C)c1=O
 : 23%	7%	13	-0.9%	4%	2%	-7%	-7%	-5%	-3%	0%
COc1ccc(NS(=O)(=O)c2ccc(NS(=O)(=O)c3ccc(SC)cc3)cc2)c(OC)c1
 : -7%	7%	4	-0.1%	?	-3%	-3%	/	3%	-7%	-1%
CN(CC(=O)Nc1cccc(F)c1)C(=O)CC1CCCC1
 : 16%	-22%	5	0.1%	3%	5%	1%	4%	-8%	4%	1%
Cc1ccc2c(c1)N(C(=O)CCC(=O)NCCCN1CCC(Cc3ccccc3)CC1)CCO2
 : -18%	-10%	5	-0.3%	?	1%	1%	?	-2%	-2%	-1%
COc1cc2c3nnc(-c4ccccc4)c-3cn(Cc3ccccc3F)c2cc1OC
 : -1%	?	-18	0.0%	?	2%	-4%	3%	-2%	?	8%
O=C(NCc1cccnc1)c1ccc2c(=O)n(CCCN3CCCC3=O)c(=S)[nH]c2c1
 : -5%	15%	-10	0.1%	0%	-5%	-3%	3%	1%	0%	0%
Cc1ccc(C(=O)C(C)OC(=O)Cc2n[nH]c(=O)c3ccccc23)cc1 (stereo unspecified)
 : -27%	5%	-7	0.5%	-6%	0%	-6%	?	-2%	1%	1%
O=C(COc1ccc(-n2cnnn2)cc1)NC(=O)NCc1ccccc1
 : -21%	2%	-20	0.0%	-1%	-27%	4%	-2%	1%	2%	1%
Cc1[nH]c(-c2ccc(F)cc2)cc1C(=O)N1CCN(c2cccc(Cl)c2)CC1
 : 4%	-16%	2	-0.2%	-2%	6%	0%	-4%	-53%[inhibitor]	0%	1%
COc1ccccc1NC(=O)/C(=C\c1cccnc1)NC(=O)c1ccc(C)cc1
 : -3%	-10%	-5	-0.7%	3%	7%	-4%	2%	2%	0%	2%
Cc1ccc(-c2nnn(CC(=O)N(CC3CCCO3)C(C(=O)NC3CCCC3)c3ccc(F)cc3)n2)o1 (stereo unspecified)
 : 26%	-1%	10	-0.1%	7%	5%	-3%	-2%	-7%	-1%	3%
Cc1ccc(NC(=O)Cn2nc(C(=O)O)c3ccccc3c2=O)cc1S(=O)(=O)N1CCOCC1
 : 8%	20%	6	-0.4%	?	/	-4%	5%	-1%	0%	-1%
COc1ccccc1C(CNC(=O)c1cccc(S(=O)(=O)Nc2ccc(F)cc2)c1)N(C)C (stereo unspecified)
 : -1%	0%	0	0.2%	2%	7%	10%	-17%	-2%	-7%	1%
COc1ccc(NC(=O)C2C3C=CC4(O3)C2C(=O)N(CCN2CCCCC2C)C4C(=O)NC2CCCC(C)C2C)cc1 (stereo unspecified)
 : 1%	-7%	0	-0.1%	?	5%	0%	-6%	1%	4%	-1%
CC1CN(C(=O)c2cc3cc(F)ccc3[nH]2)CC(C)O1 (stereo unspecified)
 : 4%	9%	0	0.3%	3%	-6%	1%	2%	4%	-1%	-1%
COc1cc(NC(=O)c2cccs2)c(C(=O)OCC(=O)c2cc(C)n(-c3ccc(F)cc3)c2C)cc1OC
 : ?	-1%	-6	-0.7%	2%	5%[46.1 µM]	1%	9%	-4%	-7%	1%
O=c1[nH]cnc2sc3c(c12)CCCCC3
 : ?	-3%	2	0.0%	-3%	-3%	0%	3%	17%	0%	5%
Cc1ccc(S(=O)(=O)N(C)c2ccc(OCC(=O)Nc3nnc(C4CC4)s3)cc2)cc1
 : ?	-6%	-12	0.0%	0%	-4%	0%	-1%	27%	0%	-9%
Cn1nc(-c2ccc(C(=O)Nc3cccnc3)cc2)c2ccccc2c1=O
 : ?	-2%	-1	0.1%	?	-4%	-4%	-3%	5%	-7%	0%
O=C(Cn1cnc2ccccc21)OCC(=O)N1CCCCC1
 : 4%	4%	5	-0.2%	0%	4%	-1%	-1%	/	1%	2%
CC[C@]12C(=O)N(C)C[C@H]([C@@H]3C(=O)N(C)C(=O)[C@@H]31)N2C(=O)c1ccc(C(F)(F)F)cc1
 : 28%	11%	-6	0.1%	2%	-7%	0%	3%	/	-3%	7%
COc1ccc(CCNC(=O)Cn2c(=O)n(CCCC(=O)NCc3ccco3)c(=O)c3sccc32)cc1OC
 : -1%	6%	17	0.1%	?	4%	1%	13%	-2%	0%	-2%
COc1cccc(NC(=O)CSc2nnc(Cn3cnc([N+](=O)[O-])n3)n2C)c1
 : 9%	-9%	-1	-0.2%	-3%	-4%[46.1 µM]	0%	-1%	-3%	-2%	3%
C[C@H](CO)N1C[C@H](C)[C@@H](CN(C)S(=O)(=O)c2ccc(F)cc2)Oc2ccc(NC(=O)c3ccncc3)cc2C1=O
 : 13%	29%	-2	0.1%	0%	-1%	0%	4%	/	-7%	1%
Cc1cc2nc(N3CCN(C(=O)c4cccs4)CC3)sc2cc1C
 : ?	9%	-18	-0.1%	0%	-2%	3%	6%	-1%	-2%	-1%
COc1ccc(-c2ncc3ccccn23)cc1
 : ?	10%	-2	-0.2%	-1%	4%	0%	-4%	-7%	-7%	0%
O=C(CNC(=O)c1ccco1)N=Nc1c(O)[nH]c2ccc([N+](=O)[O-])cc12
 : -6%	-1%	-12	-0.1%	?	3%	8%	-2%	6%	-4%	0%
